PGC1a acetyl inh: lowers PGC1a acetylation signal in U2OS cells | inhibition, % at 15.6 µM | AlphaScreen anti-acetyl-lysine; with virally co-expressed GCN5 acetyltransferase | 350,000 tested, 0.17% active;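 active = every replicate shows inhibition of at least 40%; inconclusive = mean inhibition at least 40% but some replicate below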;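 also: 0% = neutral control wells and 100% = positive control wells; some results beyond the cut were filed as inactive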
FN deposition inh: fibronectin deposition inhibition. AH1F fibroblasts, Alexa488-fibronectin deposition fluorescence, overnight. 350,000 tested, 0.086% active. AID 743247. inhibition, % at 12.6 µM;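 active = mean inhibition across replicates of 30% or more, regardless of how many single replicates reach that level; inconclusive = mean under 30% yet at least half of replicates reach 30%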;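 also: positive control wells lacked labelled fibronectin entirely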
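material = AH1F fibroblast monolayer depositing Alexa488-labelled fibronectin into matrix | amount = 10000 AH1F cells/well | buffer or medium = DMEM plus 2% serum, read in PBS | incubation = 1 h cell adhesion before compound, then overnight fibronectin incubation | detection = fluorescence at 485 nm excitation, 525 nm emission | evaluation = percent inhibition as loss of matrix-bound fibronectin fluorescence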
Cneo AK release: Cryptococcus neoformans lysis via adenylate kinase release; AID 651654; lysis activity, % at 15 µM; 360,000 tested, 0.2% active; C. neoformans lysis, adenylate kinase release luminescence, 4 h; normalised: neutral wells 0, clomiphene wells 100;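 active = mean lysis activity across replicates of at least 80%, whatever share of replicates individually reach that level; inactive = mean lysis activity below 80%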
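Assay system: C. neoformans cells. Amount: yeast cell density of 5 × 10^6 cells/mL. Technique: AK luminescence. Buffer or medium: YPD. Times: static 4 h at 37 °C with compound, 1 h detection. Dosing: single-point compound dose. Read-out: lysis from increased AK signal.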
PglD inh: blocks C. jejuni PglD acetyltransferase activity; inhibition, % at 12.5 µM; 360,000 tested, 0.098% active; AID 602405; purified PglD enzyme, DTNB colorimetric CoA detection; in the data active = inhibition above about 16%, passing the limit was not always enough; inconclusive = no clear call, values can overlap the other calls; also: strong numbers were not always called active
miR-122 sensor: blocks miR-122 activity in Huh7 sensor cells; activation (reporter increase), % at 12.5 µM; AID 602342; Huh7 miR-122 Renilla luciferase sensor, 48 h; neutral wells = 0, positive control = 100; 340,000 tested, 0.3% active;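 active = mean replicate activation score at least 90 and every replicate individually at or above 90; inconclusive = only one of the two criteria met; inactive = neither criterion met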;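 also: higher luciferase means less miR-122 activity so hits act as miR-122 inhibitors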
GSIS activator: primary screen for activators of insulin secretion dependent on glucose, INS-1E cells, GLuc reporter luminescence; INS-1E GLuc reporter insulin secretion, 2-3 h; activation, % at 16.6 µM; AID 743287; 370,000 tested, 0.61% active;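 active = lowest replicate activation of at least 40%, so every replicate reaches that level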;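 also: 0% = median of neutral control wells and 100% = median of IBMX positive control wells; some compounds called inactive have numbers as strong as hits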
Statin myotox sup: protects C2C12 myotubes from simvastatin toxicity. AID 602340. rescue of ATP level, % at 7.49 µM. 330,000 tested, 0.78% active. ATP luminescence, 48 h; scaled: DMSO 0, geranylgeraniol control 100;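 active = mean ATP rescue above about 67%, or every replicate alone reaching that limit, limit read from the data, passing the limit was not always enough; inconclusive = no clear call, values can overlap the other calls; inactive = mean under the limit and some replicate under it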;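 also: myotubes were challenged with 10 µM simvastatin during compound exposure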
CFTR F508del cor: CFTR F508del correction in bronchial cells; CFBE cells, YFP halide quenching; stimulated with forskolin plus potentiator P3; % fluorescence drop versus neutral controls; activity (quench increase), % at 7.58 µM; 350,000 tested, 0.36% active; AID 720511;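 active = mean added fluorescence quench of at least 8% versus neutral control, with both replicates also reaching 8%; inconclusive = only one of the mean or replicate conditions met; inactive = mean below 8% and not both replicates reaching 8%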;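 also: cells transiently co-express mutant CFTR-F508del with the halide-sensitive YFP; corrector assay measuring rescue of mutant channel to the surface after 24 h compound exposure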
Starred values were filed as active, the others as inactive; ? = inconclusive; / = no result given; [ ] = dose if it differs, or a comment. The order is random (roughly 2.1% active in at least one column).

mol	PGC1a acetyl inh	FN deposition inh	Cneo AK release	PglD inh	miR-122 sensor	GSIS activator	Statin myotox sup	CFTR F508del cor
COc1cc(C(=O)Nc2ccc(NC(=O)C3CCCCC3)nc2)cc(OC)c1OC	-3	6	2	5	3	10	-52	2.3
CCOc1ccc(NC(=O)c2cnc3scc(C)n3c2=O)cc1	-5	2	0	/	0	/	-15	-0.1
COCC(=O)Nc1nnc(Cc2ccc(OC)c(OC)c2)s1	2	-20	3	-2	8	/	7	/
CC(C)CCN(C(=O)c1csnn1)C(C(=O)NC1CCCC1)c1ccc(F)cc1 (stereo not drawn)	/	-5	-1	5	/	-40	-1	1.9
CCOc1ccc2nc(NC(=O)CC3Oc4ccccc4NC3=O)sc2c1 (stereo not drawn)	5	-1	5	-9	0	-8	-19	4.0
CCCc1cc(=O)oc2cc(C)cc(OCC(=O)NC3CCN(Cc4ccccc4)CC3)c12	/	10	0	-4	-1	10	-28	0.6
COc1ccc(OCCC(=O)OCC(=O)NC2CCCCCCC2)cc1	3	6	/	/	/	6	/	3.1
C[C@@H]1CN([C@@H](C)CO)C(=O)c2cc(NC(=O)Nc3ccc(C(F)(F)F)cc3)ccc2O[C@@H](C)CCCCO[C@H]1CN(C)CC1CCCCC1	7	1	1	0	4[16.7 µM]	-11	/	-0.7
Cc1cccc(C(=O)O/N=C/c2c(Cl)n(C)c3ccccc23)c1	?	/	-2	2	0	/	13	/
O=C(C1CCC1)N1CCCCN2[C@H](CO)[C@@H](c3ccc(-c4ccncc4)cc3)[C@H]2C1	11	10	-2	-18	5[16.7 µM]	7	-7	3.1

An excerpt from above in order of their number in PglD inh, rising:
Molecule | PglD inh
O=C(C1CCC1)N1CCCCN2[C@H](CO)[C@@H](c3ccc(-c4ccncc4)cc3)[C@H]2C1 | -18
COCC(=O)Nc1nnc(Cc2ccc(OC)c(OC)c2)s1 | -2
COc1cc(C(=O)Nc2ccc(NC(=O)C3CCCCC3)nc2)cc(OC)c1OC | 5

The list goes on.
mol	PGC1a acetyl inh	FN deposition inh	Cneo AK release	PglD inh	miR-122 sensor	GSIS activator	Statin myotox sup	CFTR F508del cor
CCC(Oc1ccccc1)C(=O)N1CCN(CC)CC1 (stereo not drawn)	-5	16	-1	2	-7	/	-1	/
O=C(O)c1ccccc1Oc1ccc(Oc2ccccc2)cc1	-6	5	-1	0	-7	/	-7	/
CCCC(=O)Nc1ccc2c(c1)OC[C@@H](C)N(C(=O)C1CCCC1)C[C@@H](C)[C@@H](OC)CN(C)C2=O	-2	-6	-1	2	-12[16.7 µM]	2	-1	-3.2
COCCNC(=O)CN1C(=O)COc2ccc(S(=O)(=O)N3CC(C)CC(C)C3)cc21 (stereo not drawn)	/	13	-1	-1	2	14	11	-1.4
O=P(OC1CCS(=O)(=O)C1)(c1ccccc1)c1ccccc1 (stereo not drawn)	-3	7	-6	-1	-4	/	2	/
Cc1cc(C)n(-c2nncn2NC(=O)c2ccc(Cl)cc2O)n1	-8	/	1	-2	-8	/	/	/
CC(C)C(=O)N1CCN(c2nc3ccc(Cl)cc3s2)CC1	-10	-4	8	-4	-3	-25	1	1.0
COc1ccc(S(=O)(=O)Nc2ccc3c(c2)CC(=O)N([C@@H](C)CO)C[C@H](C)[C@H](CN(C)S(=O)(=O)c2ccc(Cl)cc2)O3)cc1	1	/	0	-4	5[16.7 µM]	-17	-20	3.0
Cc1nc(NC(=O)c2ccccc2)sc1C1(C)CC(c2ccccc2F)=NO1 (stereo not drawn)	/	2	-2	3	-6	3	3	0.6
CC(=O)N[C@H]1[C@H](Oc2ccc3c(c2)CCC2C3CC[C@]3(C)C(=O)CCC23)O[C@H](CO)[C@@H](O)[C@@H]1O (stereo partly drawn)	0	1	-7	-7	-7	18	-2	-3.6
Cc1ccc(S(=O)(=O)N(C)C[C@H]2Oc3ccc(NC(=O)Cn4cnnn4)cc3CC(=O)N([C@H](C)CO)C[C@@H]2C)cc1	0	/	-9	5	-14[16.7 µM]	6	-45	-0.3
Cc1cccc(C)c1Nc1nnc(SCC(=O)NCc2cccs2)s1	/	1	-2	1	-1	-7	/	/
NC(=O)C[n+]1cccc(C(=O)Nc2ccccc2)c1	0	5	-4	6	0	5	30	-2.7
COc1ccc(CCNC(=O)C(=O)NCCC2CCCCN2S(=O)(=O)c2cccs2)cc1 (stereo not drawn)	/	5	0	-2	-3	-40	2	-1.9
CCc1ccc(Nc2cnn(C34CC5CC(CC(CC(=O)O)(C5)C3)C4)c(=O)c2Cl)cc1	19	-3	3	-1	0	-6	2	-1.6
CC(=O)N1CCN(c2ccc(NC(=O)c3ccc4c(c3)OCO4)cc2)CC1	8	-8	-1	0	6	/	-3	/
Cc1ccc(S(=O)(=O)N2C[C@H]3N(C(=O)OC(C)C)N(C(=O)OC(C)C)C[C@H](OC(=O)NCc4ccccc4F)[C@@]3(O)C2)cc1	-8	0	3	-3	-6	-19	-1	0.0
COC(=O)c1ccc(NC(=O)c2ccc(C)cc2)o1	-13	/	2	1	1	/	2	/
C[C@@H]1CCCCO[C@H](CN(C)C(=O)Nc2ccccc2)[C@H](C)CN([C@@H](C)CO)C(=O)c2cc(NC(=O)Cc3ccccc3)ccc2O1	-1	13	0	-2	4[16.7 µM]	-28	/	-0.4
Cc1ccc(SCCNC(=O)c2ccc(C)c(S(=O)(=O)Nc3cccc(C)c3)c2)cc1	-12	/	-2	-2	105*	-33	49	/
CCCC(=O)NC(C)C(c1cccs1)N1CCN(c2ccccc2)CC1 (stereo not drawn)	8	/	-2	-5	-4	-4	17	/
Cc1ccc(C(=O)NCc2ccc(N3CCN(C)CC3)cc2)cc1C	5	-2	2	2	4	2	2	1.0
COc1ccccc1-n1c(SCC(=O)Nc2ccc(F)cc2)nc2c(c1=O)SCC2	4	-2	-1	6	-5	-37	14	-0.2
O=C(Nc1ccc2c(c1)OCO2)N[C@@H]1CC[C@@H](CCNC(=O)C2CCCCC2)O[C@H]1CO	1	/	-2	2	/	9	1	0.6
C[C@@H]1CN([C@H](C)CO)S(=O)(=O)c2ccc(C#CCN(C)C)cc2O[C@@H]1CN(C)CC1CC1	-3	0	7	-2	2[16.7 µM]	3	8	-1.8
COc1ccc(NC(=O)Nc2ccc3c(c2)C(=O)N([C@H](C)CO)C[C@@H](C)[C@@H](CN(C)C(=O)C2CCCCC2)OCCCC[C@@H](C)O3)cc1	-2	/	5	-3	0[16.7 µM]	-15	20	-0.6
CCOC(=O)[C@@H]1[C@H]2COc3cc(OC)ccc3[C@H]2N2C(=O)N(c3ccc(C(F)(F)F)cc3)C(=O)[C@]12C	-17	7	-4	-5	-2	-29	-32	0.0
Cc1ccc(S(=O)(=O)N(C)C[C@@H]2Oc3ccc(NS(=O)(=O)c4c(C)noc4C)cc3CC(=O)N([C@H](C)CO)C[C@@H]2C)cc1	-5	/	3	2	-9[16.7 µM]	-16	-13	3.1
CCn1c2ccccc2c2nnc(SCC(=O)Nc3cc(C)on3)nc21	4	/	1	0	-1	1	2	/
COc1ccccc1CNC(=O)C[C@H]1CC[C@@H](NC(=O)CN(C)C)[C@@H](CO)O1	-1	/	3	-1	/	-5	3	0.5
COc1ccc(-c2cnc3c(c2)C(=O)N([C@H](C)CO)C[C@@H](C)[C@H](CN(C)C(=O)NC2CCCC2)O3)cc1	-6	0	18	0	-5[16.7 µM]	6	41	-1.5
O=C(Cn1cnc2c(cnn2-c2ccc(Cl)cc2)c1=O)NCCc1ccccc1	3	/	-1	8	0	/	/	/
COC(=O)CN1C(=O)[C@H]2[C@@H](/C=C/c3ccccc3)N3C(=O)CN(Cc4ccccc4)C(=O)[C@@]3(Cc3ccccc3)[C@H]2C1=O	3	-2	-1	6	2	-41	2	0.8
CC1(C)NC(=O)N(CC(O)COc2ccccc2C(=O)Nc2ccccc2)C1=O (stereo not drawn)	16	-6	1	-2	5	/	0	/

Among those listed so far, these have an aryl methoxy group.
mol	PGC1a acetyl inh	FN deposition inh	Cneo AK release	PglD inh	miR-122 sensor	GSIS activator	Statin myotox sup	CFTR F508del cor
COc1cc(C(=O)Nc2ccc(NC(=O)C3CCCCC3)nc2)cc(OC)c1OC	-3	6	2	5	3	10	-52	2.3
COCC(=O)Nc1nnc(Cc2ccc(OC)c(OC)c2)s1	2	-20	3	-2	8	/	7	/
COc1ccc(OCCC(=O)OCC(=O)NC2CCCCCCC2)cc1	3	6	/	/	/	6	/	3.1
COc1ccc(S(=O)(=O)Nc2ccc3c(c2)CC(=O)N([C@@H](C)CO)C[C@H](C)[C@H](CN(C)S(=O)(=O)c2ccc(Cl)cc2)O3)cc1	1	/	0	-4	5[16.7 µM]	-17	-20	3.0
COc1ccc(CCNC(=O)C(=O)NCCC2CCCCN2S(=O)(=O)c2cccs2)cc1 (stereo not drawn)	/	5	0	-2	-3	-40	2	-1.9
COc1ccccc1-n1c(SCC(=O)Nc2ccc(F)cc2)nc2c(c1=O)SCC2	4	-2	-1	6	-5	-37	14	-0.2
COc1ccc(NC(=O)Nc2ccc3c(c2)C(=O)N([C@H](C)CO)C[C@@H](C)[C@@H](CN(C)C(=O)C2CCCCC2)OCCCC[C@@H](C)O3)cc1	-2	/	5	-3	0[16.7 µM]	-15	20	-0.6
CCOC(=O)[C@@H]1[C@H]2COc3cc(OC)ccc3[C@H]2N2C(=O)N(c3ccc(C(F)(F)F)cc3)C(=O)[C@]12C	-17	7	-4	-5	-2	-29	-32	0.0
COc1ccccc1CNC(=O)C[C@H]1CC[C@@H](NC(=O)CN(C)C)[C@@H](CO)O1	-1	/	3	-1	/	-5	3	0.5
COc1ccc(-c2cnc3c(c2)C(=O)N([C@H](C)CO)C[C@@H](C)[C@H](CN(C)C(=O)NC2CCCC2)O3)cc1	-6	0	18	0	-5[16.7 µM]	6	41	-1.5
